# Compound activity (PubChem BioAssay)
# Growth percent in the NCI-60 one-dose screen (48 h, 10 µM unless noted): 100 = growth as untreated, 0 = no growth, -100 = all killed.
# PC-3 – PC-3 prostate cancer cells; actives 3.9% (n = 80,000); AID 1794754
# SF-539 – SF-539 CNS cancer | actives 6.8% (n = 81,000)
# DU-145 – DU-145 prostate cancer. actives 4.2% (n = 81,000)
# SNB-19 – SNB-19 CNS cancer cells. actives 2.5% (n = 81,000). AID 1794751
# HT29 – HT29 colon cancer; AID 1794748; actives 7.4% (n = 81,000)
# HCC-2998 – HCC-2998 colon cancer; AID 1794799; actives 4.7% (n = 79,000)
# SW-620 – SW-620 colon cancer; actives 5.2% (n = 82,000)
# KM12 – KM12 colon cancer cells; AID 1794800; actives 5% (n = 82,000)
# SNB-75 – SNB-75 CNS cancer; actives 5% (n = 79,000); AID 1794750
# Numbers without * were called inactive; · = no result given. How the source made its calls: active means growth percent below 10; inactive means the rest.
SMILES,PC-3,SF-539,DU-145,SNB-19,HT29,HCC-2998,SW-620,KM12,SNB-75
CCC(=O)OC1=C(C)SC2=NC(c3ccc(Cl)cc3)=CC(c3ccc(Cl)cc3)N21 (centres undefined),100.9,100.2,122.0,102.4,96.9,84.8,107.7,114.6,·
COC(=O)Cn1c(=O)c2cc(OC)c(OC)cc2c2cnc3[nH]ccc3c21,92.0,87.5,87.6,104.0,113.5,116.8,100.5,56.6,81.6
CCCCCN(CCCCC)CC(O)c1c(Cl)ccc2ccccc12 (centres undefined),75.2,64.2,69.4,92.3,31.4,70.8,46.1,75.9,92.0
COc1cc(-c2nc3cc(Cl)c(Cl)cc3[nH]2)ccc1OCC(=O)NN,73.8,80.5,75.5,93.0,98.0,102.9,80.9,64.6,105.7
O=C(O)CCCCCCCCCCCCC(=O)O,94.7,99.2,101.6,110.9,110.1,110.8,103.2,102.1,86.3
CC(C)(C)OC(=O)N1CCN(c2ccc(N)cc2)C(=O)C1,108.9,107.1,115.5,99.9,117.0,101.9,108.9,108.2,87.0
Nc1nnc(-c2cncc(Br)c2)c(-c2c[nH]c3ccc(F)cc23)n1,94.2,81.7,98.4,·,91.9,92.3,105.0,93.7,59.7
CC(C)=C1C=C(C(C)(C)C)C(=O)C(C(C)(C)C)=C1,87.1,·,114.7,85.3,99.4,100.6,101.3,101.7,99.3
C=C(C)[C@@H]1CC[C@]2(C=O)CC[C@]3(C)[C@H](CC[C@@H]4[C@@]5(C)CCCNC(C)(C)[C@@H]5CC[C@]43C)[C@@H]12,48.0,90.1,77.6,84.6,14.0,41.6,-31.4*,58.6,109.9
COc1ccc2c(c1)C/C(=C\c1cc(-c3ccc4c(c3)OCO4)n[nH]1)C2=O,71.6,92.4,111.9,92.5,126.7,105.3,96.6,85.7,55.1
Fc1cc(-c2nnc3sc(COc4ccc(Cl)cc4)nn23)c(Cl)cc1Cl,93.0,101.1,103.6,95.6,105.4,116.1,96.9,96.8,71.6
C=C(C)[C@@H]1CC[C@]2(C(=O)O)CC[C@]3(C)[C@H](CC[C@@H]4[C@@]5(C)C/C(=C/c6ccccn6)C(=O)C(C)(C)[C@@H]5CC[C@]43C)[C@@H]12,28.4,46.8,45.5,50.3,40.8,31.3,27.9,30.6,61.1
Cc1ccccc1Oc1ccccc1N,92.3,87.4,105.8,95.9,102.6,101.0,104.4,101.0,75.9
CCCSc1nc2ccc(C)cc2cc1/C=N/O,81.5,91.9,102.9,91.0,94.6,103.7,80.5,101.0,63.2
CC1(C)CCC(S(=O)(=O)c2ccc3c(c2)/C(=N\O)c2cc(S(=O)(=O)N4CCC(O)(c5cccc(C(F)(F)F)c5)CC4)ccc2-3)CC1,-71.5*,-82.1*,-83.8*,-81.9*,-80.1*,-82.9*,-92.9*,-86.7*,-98.2*
Cc1[nH]c2ccccc2c1CCCO,·,112.0,114.0,107.8,109.1,·,133.1,108.2,74.6
Cc1ccc(/C=C2/C(=O)N(C)c3ccc(Br)cc32)s1,84.6,84.7,112.5,86.6,109.3,101.6,75.5,97.9,53.6
Nc1ncnc2c1ncn2-c1ccccc1Cl,95.2,89.6,105.3,106.1,104.8,98.4,102.8,103.2,·
COc1ccc(Nc2nn3c(C)cc(C)nc3c2C(=O)Nc2ccc(C)cc2)c(OC)c1,98.8,102.4,113.4,100.7,101.0,94.2,104.5,100.0,·
Cc1ccc(N(C(=O)CCc2c[nH]c3ccccc23)[C@H](C(=O)Nc2cccc([N+](=O)[O-])c2)c2ccc(N(C)C)cc2)cc1,65.1,88.4,98.4,94.6,92.9,109.7,96.1,87.9,72.9
Cc1ccc(N2C(=O)C(=S)N(c3ccc(C)cc3)C2=O)cc1,90.1,110.9,110.0,98.3,91.2,100.4,104.7,95.0,109.2
COc1ccc(-c2cc(-c3cccn3C)c(C#N)c(=O)n2C(=S)Nc2ccc(F)cc2)cc1OC,94.2,94.4,106.2,85.3,106.8,86.5,103.9,102.9,93.9
Cc1ccc(NC(=O)Nc2ccc(C)cc2C)cc1,90.3,101.3,123.7,109.8,102.5,111.3,109.6,112.2,102.3
CS(=O)(=O)Nc1ccsc1-c1nc(-c2ccccc2)no1,96.1,105.6,114.3,103.8,105.5,107.9,107.5,105.2,97.3
COC(=O)c1ccc2ccc3ccccc3c2c1,89.0,91.6,107.7,95.9,102.8,106.7,97.3,98.4,78.3
COc1ccc(-c2cc(-c3ccc(Cl)cc3)c(C#N)c(=O)n2Cc2ccc(C(=O)O)cc2)cc1,68.9,69.1,112.2,90.1,117.3,95.6,94.8,43.2,3.5*
Cc1cc(C)nc(NC(=O)OC(C)C)c1,103.2,98.8,114.9,102.7,103.9,98.6,99.0,110.4,93.7
Cc1cc2c(C(C)C)c(O)c(O)c(C(=O)C(=O)NC(C)(C)C)c2c(O)c1-c1c(C)cc2c(C(C)C)c(O)c(O)c(C(=O)C(=O)NC(C)(C)C)c2c1O,85.8,111.1,104.2,97.1,89.8,103.9,96.7,93.1,99.6
Cc1ccc(O)c(NC(=O)Cc2ccc(Nc3ccnc(C(F)(F)F)c3)cc2)c1,76.5,68.5,96.2,81.8,110.6,102.5,100.1,84.6,61.3
O=C(O)c1ccc(Oc2ccc(C(=O)O)cc2)cc1,108.4,116.8,104.1,109.5,110.3,105.8,104.0,101.9,93.6
O=C(O)CN1CCCCC1,94.6,106.8,116.0,·,124.5,101.7,111.2,112.1,118.7
CCN(CC)CCC(CN=C(N)N)c1ccc(Cl)c(Cl)c1 (centres undefined),85.0,101.5,102.0,92.9,64.7,89.3,89.4,93.5,92.9
Cc1c(OCC(F)(F)F)ccnc1CNc1ccc(C2=CC(c3ccc(O)cc3)N=C(N)N2)cc1 (centres undefined),91.5,105.6,94.0,98.2,74.1,94.9,101.4,98.2,112.1
CN1C(=O)/C(=C/c2cccs2)c2ccccc21,99.9,92.7,114.5,98.8,114.5,110.1,93.9,104.8,83.5
C=C(C)[C@@H]1CC=C2c3sc(N)nc3C[C@@H](C)[C@]2(C)C1,97.5,100.6,111.3,100.4,99.8,111.4,101.9,103.4,102.8
ClCC(Cl)[C@@H]1CC2C=CC1C2 (some centres undefined),101.7,109.5,112.8,104.3,106.7,117.8,104.9,114.7,93.6
CC(=O)OC(C)CN(CC(C)OC(C)=O)C(=O)C(C)OC(C)=O (centres undefined),91.3,100.7,101.0,104.3,100.6,102.2,97.6,99.1,94.6
CCN(CC)c1ccc(/C=N\NC(=O)C(=O)N/N=C\c2ccc(N(CC)CC)cc2)cc1,112.2,·,116.1,·,113.9,112.0,111.7,110.9,·
Cc1ccc(-c2nc(C#N)c(S(=O)(=O)n3nc(C)cc3N)o2)cc1,85.0,96.7,107.6,97.5,50.1,110.0,15.0,92.8,97.6
CC(=O)OCc1cc(Cl)ccc1OC(C)=O,89.0,101.4,106.0,104.7,84.4,103.0,105.6,99.9,94.6
O=C(CSc1nc2ccccc2c(=O)n1-c1ccccc1)Nc1ccc(S(=O)(=O)NC(=O)Nc2ccccc2)cc1,98.6,96.8,109.4,96.4,108.3,101.9,95.1,89.6,86.6
COC(=O)c1occc1C,96.1,100.5,108.3,101.4,100.4,109.8,104.9,105.5,105.7
C(=C\c1cn(-c2ccccc2)nc1-c1ccccc1)/c1nnc(-c2c[nH]c3ccccc23)o1,26.0,59.2,27.0,60.5,39.7,97.3,45.8,37.9,17.6
COc1cccc(/C=C/C(C)=O)c1OC,101.7,·,99.4,104.3,108.7,·,110.9,109.2,95.3
NC(=O)CCCN1C/C(=C\c2ccccc2)C(=O)c2ccccc21,89.6,105.3,101.6,88.7,93.2,93.8,97.6,101.2,·
CC1Cc2cc(Br)ccc2-n2cccc21 (centres undefined),98.9,94.0,110.2,109.1,113.0,98.4,113.8,105.9,99.4
N=C(N)SCc1nc2cc(Cl)ccc2s1,101.8,97.8,113.8,95.8,108.6,91.9,106.4,106.5,103.3
CC1=C(C(=O)OCc2ccccc2)C(c2ccc(N(C)C)cc2)n2c(nc3ccccc32)N1 (centres undefined),80.8,86.4,99.6,86.2,100.1,90.8,102.9,73.4,61.2
O=C(NNc1ccccc1)OCCCl,85.5,98.7,101.6,98.3,·,101.8,84.9,72.4,98.9
O=C(Nc1ccccc1C1=NCCN1)Nc1ccccc1C1=NCCN1,99.1,97.3,100.6,98.9,111.6,106.6,96.1,100.5,87.7

# Exported with two lines to a compound: ten of the compounds above.
# Results follow in this order: PC-3	SF-539	DU-145	SNB-19	HT29	HCC-2998	SW-620	KM12	SNB-75
COc1ccc(Nc2nn3c(C)cc(C)nc3c2C(=O)Nc2ccc(C)cc2)c(OC)c1
  98.8	102.4	113.4	100.7	101.0	94.2	104.5	100.0	·
Cc1ccc(N(C(=O)CCc2c[nH]c3ccccc23)[C@H](C(=O)Nc2cccc([N+](=O)[O-])c2)c2ccc(N(C)C)cc2)cc1
  65.1	88.4	98.4	94.6	92.9	109.7	96.1	87.9	72.9
Cc1ccc(N2C(=O)C(=S)N(c3ccc(C)cc3)C2=O)cc1
  90.1	110.9	110.0	98.3	91.2	100.4	104.7	95.0	109.2
COc1ccc(-c2cc(-c3cccn3C)c(C#N)c(=O)n2C(=S)Nc2ccc(F)cc2)cc1OC
  94.2	94.4	106.2	85.3	106.8	86.5	103.9	102.9	93.9
Cc1ccc(NC(=O)Nc2ccc(C)cc2C)cc1
  90.3	101.3	123.7	109.8	102.5	111.3	109.6	112.2	102.3
CS(=O)(=O)Nc1ccsc1-c1nc(-c2ccccc2)no1
  96.1	105.6	114.3	103.8	105.5	107.9	107.5	105.2	97.3
COC(=O)c1ccc2ccc3ccccc3c2c1
  89.0	91.6	107.7	95.9	102.8	106.7	97.3	98.4	78.3
COc1ccc(-c2cc(-c3ccc(Cl)cc3)c(C#N)c(=O)n2Cc2ccc(C(=O)O)cc2)cc1
  68.9	69.1	112.2	90.1	117.3	95.6	94.8	43.2	3.5*
Cc1cc(C)nc(NC(=O)OC(C)C)c1
  103.2	98.8	114.9	102.7	103.9	98.6	99.0	110.4	93.7
Cc1cc2c(C(C)C)c(O)c(O)c(C(=O)C(=O)NC(C)(C)C)c2c(O)c1-c1c(C)cc2c(C(C)C)c(O)c(O)c(C(=O)C(=O)NC(C)(C)C)c2c1O
  85.8	111.1	104.2	97.1	89.8	103.9	96.7	93.1	99.6

# The listing continues.
SMILES,PC-3,SF-539,DU-145,SNB-19,HT29,HCC-2998,SW-620,KM12,SNB-75
Cc1cccc(N=C2NC(=O)CS2)c1C,102.3,103.2,111.1,103.8,109.5,100.2,100.6,103.9,95.1
N#Cc1c(-c2ccc(Br)cc2)cc(-c2c[nH]c3ccccc23)nc1N,55.2,43.0,70.0,66.1,27.4,60.3,27.8,28.0,37.9
CC(=O)C1/C(=N/O)CON(Cc2ccccc2)C1c1ccccc1 (centres undefined),97.6,97.6,104.2,96.8,107.6,105.2,100.6,102.8,81.1
CC(=O)[C@@]1(O)CC[C@H]2[C@@H]3CC[C@@]4(C)C[C@@H](O)CC[C@]4(C)[C@H]3C(=O)C[C@@H]21,87.2,102.6,97.7,100.6,88.7,99.5,95.5,100.4,110.4
COc1ccc(/C=N/C2=C(C#N)C(c3ccc(OC)cc3)c3ccc4ccccc4c3O2)cc1 (centres undefined),70.0,79.5,97.7,80.0,123.1,97.4,43.3,59.4,45.5
C/C(=N/O)c1ccc(F)cc1,75.5,119.1,5.6*,87.8,16.5,130.0,48.6,106.4,123.3
Cc1ccc(Cc2sc3nc(=O)c4cn(C)nc4n3c2C)cc1,93.6,100.8,96.0,100.9,104.3,107.7,106.4,101.6,96.6
CC(=O)n1cc(/C=C2\N=C(c3ccc(Cl)cc3)N(c3ccc(S(=O)(=O)Nc4ccccn4)cc3)C2=O)c2ccccc21,80.8,99.6,97.1,77.7,100.5,107.5,104.5,85.7,94.8
CC(=O)[C@H]1CC[C@]2(C)[C@@H]1CC[C@@H]1[C@@]3(C)CC[C@H](OCCC#N)C(C)(C)[C@@H]3CC[C@]12C,75.8,105.5,106.0,106.8,82.0,95.8,91.1,92.4,88.8
COc1cc(C(=O)NCC(=O)O)cc(OC)c1OC,93.3,·,108.0,108.7,96.9,96.1,106.0,107.2,118.2
Fc1ccc(Nc2nc3nonc3nc2Nc2ccc(I)cc2)cc1,4.9*,7.0*,23.0,18.6,3.0*,9.8*,11.2,2.1*,-5.6*
COc1cc(-c2nn(-c3cccc(NC(=O)c4ccc(N5CCOCC5)c(C(F)(F)F)c4)c3)cc2-c2ccncc2)ccc1Cl,8.2*,-68.9*,10.9,45.1,-13.3*,8.8*,25.2,5.6*,·
CC1=NN(c2cccc(Cl)c2)C(=O)/C1=C/c1ccc2c(c1)Cc1ccccc1-2,102.1,89.0,108.3,101.3,96.6,105.5,102.5,104.2,81.7
COc1ccc(C2C(N)=NNC2c2cccc(O)c2)cc1 (centres undefined),95.6,95.4,124.9,81.3,103.8,121.6,108.6,92.8,84.7
O=C1CCC(c2nc3ccccc3c(=O)[nH]2)N1 (centres undefined),94.3,102.2,117.1,99.3,113.3,99.4,109.9,101.4,89.7
N#CCC(=O)c1ccccc1C(=O)O,103.5,104.8,111.5,111.0,106.4,120.0,104.1,106.5,85.8
CN(C)c1ccc(SC#N)cc1,94.5,103.3,111.6,105.3,103.8,109.3,103.9,105.1,94.9
COc1ccc(OC)c(/C=C/C(=O)c2cc(C(=O)/C=C/c3cc(OC)ccc3OC)n3cccc(C)c23)c1,95.7,96.6,93.9,95.2,114.5,113.1,104.5,100.6,97.2
CN(C)NC(=O)C(c1ccccc1)c1ccccc1,95.6,101.3,109.9,104.2,93.1,97.9,97.4,97.8,92.9
ON=C1CCCC1,103.7,108.6,104.5,110.5,98.9,91.8,107.7,99.8,102.1
O=C(CSc1nc(-c2ccc(F)cc2)nc2c1Cc1ccccc1O2)Nc1ccc(C(=O)O)cc1,88.2,97.8,110.1,103.0,121.7,103.8,98.4,97.4,95.2
O=c1oc2c(Cl)cc(Cl)cc2cc1-c1cs/c(=N/N=C\c2ccc(Cl)cc2)n1/N=C/c1ccc(Cl)cc1,93.4,104.7,107.0,101.0,86.2,98.1,103.2,106.1,102.3
